# HKDC1 inh – blocks human hexokinase HKDC1 activity; 0.16% of 340,000 active; recombinant HKDC1, G6PDH/diaphorase resazurin coupled fluorescence; inhibition, % at 20 µM; Q2TB90;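 active = inhibition above about 35% when tested at 20 µM, limit read from the data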;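 note: plate controls were DMSO wells with enzyme for no effect and DMSO wells lacking enzyme for full effect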
#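 Test system: Recombinant HKDC1 (HK5) hexokinase enzyme, produced in-house | Input: HKDC1 at 5 µg/mL | Buffer or medium: Tris pH 8.0 buffer with MgCl2, Tween-20, BSA, BME | Schedule: 90 min reaction incubation at room temperature, dark | Technique: Resazurin-to-resorufin fluorescence via G6PDH and diaphorase coupling, 525/613 nm | Controls: DMSO wells with and without enzyme mix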
# SENP6 block – blocks the human protease SENP6; 1.8% of 330,000 active; AID 2599; inhibition, % at 10 µM; Recombinant SENP6 catalytic domain, aminoluciferin luminescence; Q9GZR1;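 active = inhibition above about 50% at the single tested dose, limit read from the data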;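 note: plate controls were DMSO wells with enzyme for no effect and DMSO wells lacking enzyme for full effect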
# Target sequence (Q9GZR1 628-1112 limits assumed): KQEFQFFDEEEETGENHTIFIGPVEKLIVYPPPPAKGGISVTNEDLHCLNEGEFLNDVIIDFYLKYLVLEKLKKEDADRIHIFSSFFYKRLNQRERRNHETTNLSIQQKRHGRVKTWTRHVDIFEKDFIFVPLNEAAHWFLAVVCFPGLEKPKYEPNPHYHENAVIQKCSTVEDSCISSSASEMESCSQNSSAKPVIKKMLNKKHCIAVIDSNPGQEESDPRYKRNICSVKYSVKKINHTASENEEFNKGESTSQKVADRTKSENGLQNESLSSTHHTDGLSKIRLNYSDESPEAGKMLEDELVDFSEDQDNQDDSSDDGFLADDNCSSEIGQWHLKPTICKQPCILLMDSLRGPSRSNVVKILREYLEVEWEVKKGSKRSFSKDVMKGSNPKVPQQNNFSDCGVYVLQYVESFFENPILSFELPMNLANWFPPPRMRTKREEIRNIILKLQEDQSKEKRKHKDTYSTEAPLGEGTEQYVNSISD
# MIN6 prolif – MIN6 beta-cell proliferation induction; 0.29% of 330,000 active; proliferation, % at 10 µM; MIN6 cells proliferation, ATPlite luminescence, 48 h; cells starved in 0.2% serum; 100% = growth in 10% serum;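 active = compounds whose signal lies at least 3.5 SD above the mean of all wells on their plate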;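 note: 0% = DMSO-treated cells in low-serum medium and 100% = 10% serum control; some compounds called inactive have numbers as strong as hits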
# SENP8 block-1 – blocks human SENP8 cleavage of Nedd8 substrate. Q96LD8. recombinant SENP8, Nedd8 substrate fluorescence. inhibition, % at 20 µM. 0.64% of 360,000 active. AID 602440; in the data active = inhibition mostly above about 40%, no sharp cut-off; inactive = mostly below about 27%
# SENP8 block-2 – inhibitors of human SENP8 protease. Q96LD8. purified SENP8, Z-RLRGG-aminoluciferin cleavage, luminescence. inhibition, % at 10 µM. 1.2% of 330,000 active. AID 2540; in the data active = inhibition above about 50%
# SENP7 block – SENP7 protease inhibition. Q9BQF6. recombinant SENP7, Z-RLRGG-aminoluciferin luminescence, 40 min. inhibition, % at 5 µM. 1.5% of 330,000 active;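 active = inhibition above about 50% at the single test dose, limit read from the data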;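 note: plate controls were DMSO with enzyme for no effect and no enzyme buffer wells for full effect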
# Target sequence (Q9BQF6 706-1050 limits assumed): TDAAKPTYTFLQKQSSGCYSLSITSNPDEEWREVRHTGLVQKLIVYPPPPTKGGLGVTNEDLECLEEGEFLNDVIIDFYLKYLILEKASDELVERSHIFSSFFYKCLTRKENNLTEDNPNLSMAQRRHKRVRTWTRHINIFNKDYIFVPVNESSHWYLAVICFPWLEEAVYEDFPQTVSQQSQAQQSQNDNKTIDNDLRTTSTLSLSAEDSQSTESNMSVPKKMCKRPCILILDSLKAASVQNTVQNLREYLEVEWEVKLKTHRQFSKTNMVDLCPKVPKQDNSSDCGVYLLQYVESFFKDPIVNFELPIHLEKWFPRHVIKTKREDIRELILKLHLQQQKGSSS
# UBC13 polyUb – human UBC13 polyubiquitination inhibition; AID 485273; inhibition, % at 20 µM; 0.47% of 330,000 active; P61088; UBC13 polyubiquitin chain formation, TR-FRET; in the data active = inhibition above about 45%, passing the limit was not always enough
# Target sequence (P61088 whole entry, looked up): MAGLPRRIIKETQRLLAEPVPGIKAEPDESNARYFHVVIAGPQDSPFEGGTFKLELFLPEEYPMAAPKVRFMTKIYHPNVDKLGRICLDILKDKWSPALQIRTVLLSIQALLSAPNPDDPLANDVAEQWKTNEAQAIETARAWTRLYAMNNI
# SENP1 FRET inh – inhibitors of human SENP1 SUMO protease catalytic domain; 0.21% of 360,000 active; recombinant SENP1 catalytic domain, CyPet-SUMO1-YPet FRET cleavage; Q9P0U3; AID 624204; inhibition, % at 10 µM;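 active = inhibition at least 30% at 10 µM, raw YFP signal under a set limit, fluorescence ratio 0.5 to 1.5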;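 note: 0% = enzyme with DMSO and 100% = no enzyme wells; some results filed as inactive read as strong as hits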
#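 system = hSENP1 catalytic domain, recombinant | reagent = SFCypet-SUMO1-SFYpet substrate at 25 nM | doses = one dose per compound, 10 µM, 0.5% DMSO | incubation = enzyme reaction for 50 min at room temperature, dark | measured by = FRET, CFP and YFP emission | controls = no-enzyme low, enzyme-DMSO high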
# PfGluPho inh – PfG6PD (Plasmodium falciparum) enzyme inhibition. 0.78% of 350,000 active. AID 504690. PfGluPho enzyme, NADPH resazurin-diaphorase fluorescence. inhibition, % at 20 µM;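 active = inhibition reaching at least a set limit at 20 µM in the primary screen, cut at about 59% in these data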;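 note: 0% = DMSO wells with substrate and 100% = DMSO wells lacking glucose-6-phosphate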
# The depositor's hits bear a star; · = not tested or not shown.
smiles	HKDC1 inh	SENP6 block	MIN6 prolif	SENP8 block-1	SENP8 block-2	SENP7 block	UBC13 polyUb	SENP1 FRET inh	PfGluPho inh
O=C(NC1CCCCC1)N1CCCC(c2nc(-c3cccs3)no2)C1 (stereo not given)	0	2	2	6	5	-3	12	0	0
COc1cccc(-n2nc3c(-n4ncc(C#N)c4N)nnc(C)c3c2C)c1	4	-1	6	11	-16	-7	-11	2	1
Cc1cccc(C)c1NC(=O)COC(=O)CCc1ccc(S(=O)(=O)N2CCCCC2)cc1	-5	-25	-3	-3	-8	-10	-7	1	11
COC(=O)COc1ccc(S(=O)(=O)NCc2cccnc2)cc1C	-4	-4	-1	9	-1	1	10	3	-9
COC(=O)c1cc([N+](=O)[O-])c(-n2cncn2)c([N+](=O)[O-])c1	-1	·	·	20	·	·	·	2	4
O=C(Nc1ccc(Br)cn1)c1ccc([N+](=O)[O-])cc1Cl	-2	-51	-2	9	-13	-18	-8	-1	18
O=C(CNc1cccc2ccccc12)N/N=C/C=C/c1ccco1	9	82*	-4	-86	60*	32	-7	3	34
S=c1[nH]ncn1NCc1ccc(Cl)cc1Cl	-3	-5	-4	14	9	-3	-6	2	18
S=c1[nH]ccn1-c1c(Cl)cccc1Cl	-5	9	-3	6	-4	-5	0	2	17
Cc1c(C(=O)N2CCN(c3cccc(Cl)c3)CC2)cccc1[N+](=O)[O-]	-11	-2	-1	4	-6	10	7	2	-6
COCC(=O)N/N=C/c1c(C)[nH]n(-c2ccccc2)c1=O	-13	12	1	15	-1	1	-9	-1	-23
Cc1ccc(S(=O)(=O)CCC(=O)Nc2ccccc2Br)cc1	1	11	6	15	0	-7	5	2	-1

# An excerpt taken from the entries so far:
smiles	HKDC1 inh	SENP6 block	MIN6 prolif	SENP8 block-1	SENP8 block-2	SENP7 block	UBC13 polyUb	SENP1 FRET inh	PfGluPho inh
COCC(=O)N/N=C/c1c(C)[nH]n(-c2ccccc2)c1=O	-13	12	1	15	-1	1	-9	-1	-23
Cc1ccc(S(=O)(=O)CCC(=O)Nc2ccccc2Br)cc1	1	11	6	15	0	-7	5	2	-1

# Additional results.
smiles	HKDC1 inh	SENP6 block	MIN6 prolif	SENP8 block-1	SENP8 block-2	SENP7 block	UBC13 polyUb	SENP1 FRET inh	PfGluPho inh
COc1ccc2cc(C(=O)N3CCCCCC3)sc(=O)c2c1OC	0	0	-1	11	2	4	1	-2	-3
C#CCOC(=O)C(NC(=O)c1ccccc1)=C(C)C	-4	-6	-3	16	0	9	3	-1	16
COc1ccc(-n2sc3c(c2=S)-c2cc(OC)ccc2NC3(C)C)cc1	2	2	-3	22	2	2	-2	3	37
Cc1ccc(S(=O)(=O)Nc2ccc3c(c2)CCC3)cc1	0	-16	-1	7	-14	-6	-3	0	7
Fc1cccc(/C=N/Nc2ncnc3nc[nH]c23)c1	8	14	-3	8	8	8	-18	2	-8
Cc1cc(C)n(-c2nc3ccccc3nc2N2CCN(C(=O)c3ccc(Cl)cc3)CC2)n1	-7	-1	0	-270	-13	6	3	-112	9
Cc1cc(Cl)ccc1NC(=O)CCC(=O)N/N=C/c1cccnc1	-4	2	-1	-2	2	3	-7	2	-8
COc1ccccc1CNC(=O)CCCN1C(=O)NC2(CCCC2)C1=O	10	-11	-1	4	-9	-7	-6	0	8
O=C(NC1(C(F)(F)F)C(=O)Nc2c1c(=O)[nH]c(=O)n2Cc1ccco1)C1CC1 (stereo not given)	-2	-6	0	11	-1	-8	6	0	-2
CCNS(=O)(=O)c1ccc(CCC(=O)N2CCN(c3ccccc3F)CC2)cc1	-5	-15	-3	8	-12	11	-7	1	-2
COc1cccc(Nc2c(F)c(OC)c(F)c(F)c2C(=O)O)c1	-5	-8	-2	15	-1	-3	-1	2	-8
NC(=O)CC[C@H](NC(=O)c1ccc(F)cc1)C(=O)OCC(=O)NCc1ccc2c(c1)OCO2	-5	-17	0	11	-15	-10	1	0	8
CN(C)Cc1ccccc1Cc1ccccc1	-7	-13	2	11	-4	-4	5	1	-13
N#Cc1c(-c2ccccc2Cl)c2c([nH]c1=O)-c1ccccc1OC2	0	-11	0	-424	-3	4	11	-33	0
O=C(Nc1ccc(F)cc1)c1cccnc1	4	10	-2	6	-16	-1	-2	1	-9
Cc1cccc(CNC(=O)CCn2ccc3cc(S(=O)(=O)N4CCCC4)ccc32)c1	-4	-1	-1	-11	4	4	-11	0	-2
Cc1ccc(-c2[nH]ncc2C(=O)c2ccc(Br)cc2)c(O)c1	-2	-36	-3	20	-3	-7	2	1	11
CNc1nc(NC)c2cn[nH]c2n1	0	·	·	-108	·	·	·	0	2
CCCOc1ccc(C2C(C(=O)c3ccc(C)o3)=C(O)C(=O)N2Cc2ccco2)cc1 (stereo not given)	19	2	1	-13	-3	1	-22	-3	-4
CC1(C)CC(=O)C=C(Nc2cccc(O)c2)C1	-5	-20	0	-27	-5	4	4	-93	2
COc1ccc(Cl)cc1NC(=O)C/C(C)=N/NC(=O)CCc1ccccc1	-1	-16	-1	1	4	9	9	3	-3
O=C(CCc1ccccc1)NNC(=O)c1cc(Cl)ccc1O	-8	-3	-2	-471	-6	6	2	0	-29
CC(C)COC(=O)CCn1[nH]c(=O)c2ccccc2c1=O	-3	3	-1	-31	-11	-3	-7	1	3
COc1ccc(C(=O)NNC(=O)C2=NN(c3ccccc3)C(=O)CC2)cc1	-4	2	0	14	0	-7	-11	4	6
C[C@@H]1O[C@@H](O[C@H]2[C@H](Oc3cc(O)c4c(c3)O[C@H](c3ccc(O)cc3)CC4=O)O[C@H](CO)[C@@H](O)[C@@H]2O)[C@H](O)[C@H](O)[C@H]1O	-4	9	4	6	1	1	95*	4	8
CCc1nnc(NS(=O)(=O)c2ccc(NC(=S)NC(=O)/C=C/c3ccc(F)cc3)cc2)s1	8	-16	-1	13	-7	-7	-17	2	0
O=C(CCS(=O)(=O)c1cc(Br)cc2c1N(C(=O)C1CC1)CC2)N1CCN(c2ccccn2)CC1	0	14	7	19	-5	22	-2	1	5
CCCN1CC(=O)N2Cc3[nH]c4ccccc4c3C[C@H]2C1=O	-2	-4	-1	-5	5	-5	0	-24	-6
O=C1C(Cc2ccccc2)SC(=Nc2ccccc2)N1c1ccccc1 (stereo not given)	8	5	-1	26	-8	-11	-3	1	7
Cc1nc2sccn2c(=O)c1S(=O)(=O)NC(C)c1ccccc1 (stereo not given)	2	-10	-1	-160	-7	-15	0	0	-5
COc1c(C(C)C)cc(NC(C)=O)cc1C(C)C	-4	-15	0	14	-11	11	-9	-56	-1
CCOc1ccc(CCNC(=O)CN2C(=O)c3cccnc3Oc3ccc(C)cc32)cc1OCC	2	-12	-4	0	-7	-12	6	2	-9
Cn1ccs/c1=N\C(=O)Nc1ccccc1	-6	-30	-2	6	8	16	4	-1	3
Cc1onc(-c2c(Cl)cccc2Cl)c1C(=O)N1C(C)CCCC1C (stereo not given)	-20	-5	4	4	7	9	0	0	-33
Nn1cc(-c2ccccc2)nc1SCC(=O)NCCN1C(=O)CSC1=O	0	-11	-1	22	-5	-11	-4	-3	2
CC1(C)Cc2cccc(OCC(=O)NCc3ccccc3)c2O1	-9	-4	-3	22	-12	-11	0	1	3
Cc1[nH]c(=S)[nH]c(=O)c1Cc1ccccc1	8	-4	-1	19	4	-5	11	4	5
COC(=O)c1nn(-c2ccc(OC)cc2)c(=O)cc1Sc1ccc(C)cc1	5	23	-3	-6	5	2	4	-7	8
COc1ccc(OC)c(NC(=O)CSc2nnc(Cc3cccn3C)n2CCc2ccccc2)c1	-4	3	-2	16	-2	1	4	1	1
CC(C)(C)OC(=O)NCc1ccc(CNC(=O)c2nc[nH]c2C(=O)N2CCc3ccccc3C2)cc1	2	15	2	26	-4	1	-2	0	9
CC12C=CC3(CN(Cc4ccccc4)C(=O)C3C1C(=O)NC1CC1)O2 (stereo not given)	-9	11	1	3	1	2	4	0	-2
CN(CC(=O)Nc1ccc(F)cc1)C(=O)COC(=O)c1cc(S(=O)(=O)N(C)C)ccc1N1CCCC1	6	6	-1	0	-9	-15	-8	1	-12
CCOc1ncccc1C(=O)N1CCN(Cc2ccc3c(c2)OCO3)CC1	-6	-29	-3	13	-7	13	-4	-1	6
O=C(Oc1ccc(C(=S)N2CCOCC2)cc1)c1ccccc1[N+](=O)[O-]	-2	-1	-5	21	-9	-14	-2	0	-2
Cn1c(=O)[nH]c(=O)c2c1nc(SCC(=O)O)n2CCCc1ccccc1	0	-9	-4	9	-1	3	2	2	-5
O=C(Nc1cccc(S(=O)(=O)N2CCOCC2)c1)c1ccc(N2CCOCC2)c([N+](=O)[O-])c1	1	7	0	27	1	-5	-31	2	-15
CC(C)NC(=O)N(C)C[C@H]1Oc2ccc(NC(=O)C3CCCCC3)cc2C(=O)N([C@H](C)CO)C[C@@H]1C	-2	-9	0	14	-14	-12	-2	0	5
CCC(C)NC(=O)CCn1c(-c2ccc(F)cc2)cc(C(C)=O)c1C (stereo not given)	-8	-6	-2	0	1	-8	7	1	5
COCCN(C(=O)COC(=O)/C=C/c1ccc(C)o1)c1c(N)n(Cc2ccccc2)c(=O)[nH]c1=O	8	-7	-3	-12	-5	0	-12	-5	19
CN(C)CCNC(=O)c1cccc2ccc(-c3ccc(-c4ccccc4)cc3)nc12	-5	·	·	-495	·	·	·	3	95*
CC(C)NC(=O)C1CCN(Cc2cnn(-c3ccccc3)c2-n2cccc2)CC1	-1	0	-2	21	1	0	2	-1	-14
COc1ccc(NC(=O)COC(=O)/C=C/c2ccccc2[N+](=O)[O-])cc1OC	8	-5	0	13	-2	3	17	1	4
CN(c1cccc(NS(=O)(=O)c2cccs2)c1)S(C)(=O)=O	-2	-8	1	8	-4	2	4	1	-13
COC(=O)c1cc(=O)nc2sc(-c3ccc(F)cc3)nn12	-13	-2	-2	-57	-3	2	14	3	59*
NC(=O)CSc1ncnc2c1cnn2Cc1ccccc1	-10	0	1	2	-3	3	-12	1	-8
CCOC(=O)c1cnc(-n2[nH]c(C)c(Cc3ccccc3)c2=O)[nH]c1=O	-15	7	3	16	7	3	-19	1	-14
CC(=O)c1c(C)[nH]c(C(=O)OCC(=O)c2ccc(C)s2)c1C	-3	-4	2	17	-1	7	5	0	3
CCOC(=O)C(C)Oc1ccc(NC(=O)C(Cl)Cl)cc1 (stereo not given)	-1	0	-2	2	-8	-5	7	1	0
COc1ccc(OC)c(/C=C/C(=O)NC2=NCCS2)c1	3	-8	0	-452	-8	-1	17	-39	0
Cc1c(C(=O)N2CCCC2)c(S(=O)(=O)Nc2cccc(Br)c2)c(C)n1C	-4	9	-2	0	-11	19	-8	3	-6
CCCCC1CCC(C(=O)N(CCOC)c2c(N)n(CCCC)c(=O)[nH]c2=O)CC1 (stereo not given)	-10	3	3	7	-8	11	4	-2	8
O=C(O)CCc1nnc(SCC(=O)Nc2ccc(Cl)c(C(F)(F)F)c2)[nH]c1=O	4	17	-2	19	1	6	4	2	-40
CC(C)OC(=O)CC1C(=O)NCCN1C(=O)COc1ccc(C(C)(C)C)cc1 (stereo not given)	-4	-2	1	3	5	-1	3	-1	4

# High-throughput results: PubChem, Sanford-Burnham Center for Chemical Genomics
